From PubChem BioAssay
IMPase Li inh = qHTS Assay for Identifying the Cell-Membrane Permeable IMPase Inhibitors: Potentiation with Lithium | CHO-M1 cells, IP1 TR-FRET (IP-One), carbachol + lithium | Potency, µM (titrated, usually from 59.4 µM), for inactives: at the top dose activity, negative = IMPase inhibition, most hits filed as inhibitors | hit rate 0.35% among 210,000 | AID 1457, 2008;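 note: IP1 builds up when IMPase is blocked and the TR-FRET signal falls; potency is the fitted concentration of half-maximal effect; plate controls were basal vehicle for no effect and high inhibitor control for full effect; nearly all actives have a fitted effect of over 50% in size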
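Readout is a homogeneous TR-FRET IP1 immunoassay (Ex 320, Em 665 and 620), where raised cytosolic IP1 lowers signal. Cells were CHO-M1 treated 30 min at 37C with test compounds plus a little lithium; AC50 values came from Hill-equation fitting.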
Epigenetic reg = Quantitative High-Throughput Screen for Regulators of Epigenetic Control | Potency, µM (highest dose often 53.9 µM), without a hit: at the highest dose GFP activation, actives largely listed as activators | hit rate 0.2% among 280,000 | murine LDR cells, GFP reporter derepression, 30 h; note: potency is the fitted concentration of half-maximal effect; % of control where 0% means no effect; nearly all actives have a fitted effect of over 60% in size
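Derepression of a silenced CMV-GFP reporter in murine LDR cells is scored by enumerating GFP-positive cells with a laser-scanning microplate cytometer after 30 hours of treatment at 37 C.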
NPSR antagonist = qHTS Assay for Antagonists of the Neuropeptide S Receptor: cAMP Signal Transduction; AID 1461, 2008; hit rate 1% among 220,000; CHO-NPSR cells, cAMP TR-FRET, antagonist mode; Potency, µM (series often up to 38.3 µM), for the others: at the highest dose activity change, negative = inhibition, hits mostly inhibitors; note: potency is the fitted concentration of half-maximal effect; % is set by controls: 0 for no effect and ±100 for the full control effect; nearly all actives have a fitted effect of over 50% in size; many of its hits are not listed in these tables
Target sequence (Q6W5P4 whole entry, looked up): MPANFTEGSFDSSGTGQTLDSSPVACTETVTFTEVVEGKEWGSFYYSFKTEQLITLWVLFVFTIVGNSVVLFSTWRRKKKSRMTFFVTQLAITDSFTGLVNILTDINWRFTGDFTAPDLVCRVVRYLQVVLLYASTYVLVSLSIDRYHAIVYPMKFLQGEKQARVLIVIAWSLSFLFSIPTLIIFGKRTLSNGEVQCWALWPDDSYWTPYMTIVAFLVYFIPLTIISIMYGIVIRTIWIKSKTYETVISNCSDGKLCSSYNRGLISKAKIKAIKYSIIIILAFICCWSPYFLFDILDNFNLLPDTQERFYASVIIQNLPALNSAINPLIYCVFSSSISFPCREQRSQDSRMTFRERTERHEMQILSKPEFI
LMNA splice mod = qHTS Assay for Modulators of Lamin A Splicing | AID 1487, 2009 | HeLa LMNA splicing GFP/RFP minigene ratio, 48 h | hit rate 0.01% among 200,000 | Potency, µM (doses to about 46.1 µM), for inactives: at the highest dose ratio change, negative = inhibition, usual class: inhibitors; active = well fitted inhibition curve with a large enough effect in the signal ratio, with a control signal flat, not every such curve was filed as active; inconclusive = small, poorly fitted or top-dose-only effect, or effect the other way, or a change in a side signal; the % refers to the signal ratio; note: potency is the fitted concentration of half-maximal effect; % is set by controls: 0 for no effect and ±100 for the full control effect
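S3 HeLa stable clones carrying a lamin A-EGFP splicing minigene plus DsRed2 were seeded at 600 cells/well in Opti-MEM with 2% FBS, pin-dosed and incubated 48 h at 37°C. Acumen cytometry (488 nm) gave the GFP/RFP total-intensity ratio.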
CBFb-RUNX1 inh = qHTS Assay for Compounds Blocking the Interaction Between CBF-beta and RUNX1 for the Treatment of Acute Myeloid Leukemia. AID 1477, 2009. Potency, µM (titrated, usually from 59.8 µM), inactives show at the highest dose activity, negative = inhibition, hits mostly inhibitors. AlphaScreen CBFb-His/RUNX1-biotin binding, biochemical. Runt-related transcription factor 1 (Homo sapiens) + Core-binding factor subunit beta …. 230,000 tested, under 10 active; note: % of control where 0% means no effect
Target sequence (Q01196 whole entry, looked up): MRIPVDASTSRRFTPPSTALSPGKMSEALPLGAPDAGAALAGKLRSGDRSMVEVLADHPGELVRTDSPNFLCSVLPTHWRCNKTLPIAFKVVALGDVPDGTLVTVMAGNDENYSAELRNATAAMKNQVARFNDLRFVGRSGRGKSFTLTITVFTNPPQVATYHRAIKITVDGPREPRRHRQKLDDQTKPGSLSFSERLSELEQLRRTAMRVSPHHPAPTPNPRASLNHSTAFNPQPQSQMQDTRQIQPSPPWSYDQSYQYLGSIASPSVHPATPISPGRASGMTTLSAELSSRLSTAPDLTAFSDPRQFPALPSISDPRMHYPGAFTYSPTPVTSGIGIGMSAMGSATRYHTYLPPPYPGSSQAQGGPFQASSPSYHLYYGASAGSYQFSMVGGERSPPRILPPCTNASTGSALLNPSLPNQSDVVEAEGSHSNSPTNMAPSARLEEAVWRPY
Target sequence (Q13951 whole entry, looked up): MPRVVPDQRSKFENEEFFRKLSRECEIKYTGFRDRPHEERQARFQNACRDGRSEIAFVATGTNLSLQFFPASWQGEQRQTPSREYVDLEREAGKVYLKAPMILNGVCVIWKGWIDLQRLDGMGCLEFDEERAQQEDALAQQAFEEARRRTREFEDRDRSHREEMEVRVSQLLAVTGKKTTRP
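CBF-beta (His) and RUNX1 (biotin), 30 nM each; 20 min preassociation; + compound, 15 min; + beads 50 ng each (Ni, streptavidin), 90 min; RT; AlphaScreen read.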
HTT aggregate = qHTS Multiplex Assay to Identify Dual Action Probes in a Cell Model of Huntington: Aggregate Formation (GFP). PC12 HttQ103-GFP aggregates, Acumen cytometry, 40 h. Potency, µM (series often up to 46.1 µM), inactives show at the top dose activity change, negative = inhibition, actives largely listed as inhibitors. hit rate 1.1% among 220,000. AID 1688, 2009; note: potency is the fitted concentration of half-maximal effect; % is set by controls: 0 for no effect and ±100 for the full control effect; nearly all actives have a fitted effect of over 60% in size
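Using laser scanning cytometry, GFP-positive aggregates were counted after lysis of PC12 cells induced with 100 nM tebufenozide to express HTT exon 1 Q103–GFP. Compounds were tested in titration.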
KinaseGlo FLuc = Counterscreen for Luciferase (Kinase-Glo TM) Inhibition; Potency, µM (titrated, usually from 38.3 µM), inactives show at the top dose activity change, negative = inhibition, hits mostly inhibitors; hit rate 0.28% among 200,000; AID 1379, 2008; Kinase-Glo luciferase, ATP luminescence, 8 min; note: potency is the fitted concentration of half-maximal effect; % is set by controls: 0 for no effect and ±100 for the full control effect; nearly all actives have a fitted effect of over 60% in size
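Light output from Kinase-Glo luciferase with luciferin and 10 uM ATP in 50 mM imidazole pH 7.2, KCl, MgCl2, Tween 20, BSA; compound pin-delivered, 8-min ambient incubation, then luminescence read.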
Starred values were filed as active, the others as inactive; ? = inconclusive; . = not tested or not shown; [ ] = remark or other dose. Unless noted, calls come from the whole dose curve; as a rule, active = well fitted curve in the direction sought with a large enough effect; inconclusive = small, poorly fitted or top-dose-only effect, or another doubt; inactive = no such curve, though single readings can be large; an effect the other way counts as inactive or inconclusive.

SMILES	IMPase Li inh	Epigenetic reg	NPSR antagonist	LMNA splice mod	CBFb-RUNX1 inh	HTT aggregate	KinaseGlo FLuc
CCOC(=O)c1c(C)[nH]c(C(=O)OCCOc2ccccc2C)c1C	11%	0.0%	-12%	?	5%	-9%	6%
Cc1ccc(S(=O)(=O)NCCC(=O)N2CCN(Cc3ccccc3)CC2)cc1	7%[38.3 µM]	3.2%	2%[46.1 µM]	-1%	0%	0%	2%
COCc1cc(C)nc(N2CCN(c3ccccc3)CC2)c1C#N	21%[38.3 µM]	-1.0%	-14%[46.1 µM]	-3%	9%	-16%	-3%
CC(C)CN1CCC(CNC(=O)CCc2nnc(Cc3c[nH]c4ccccc34)o2)CC1	3%	-1.1%	10%	13%[46 µM]	4%	?	0%
O=C(Nc1cnn(Cc2ccc(Cl)cc2)c1)C1CCCC1	11%[38.3 µM]	-1.0%	-12%[46.1 µM]	-6%	14%	0.79µM*	0%
COc1ccc(NS(=O)(=O)c2cc(NC(=O)c3cnccn3)ccc2OC)cc1Br	3%	-0.3%	-28%	?	-4%	7%	4%
O=C(NCc1ccc(N2CCCC2=O)cc1)Nc1cccc2ccccc12	-6%[38.3 µM]	-1.1%	-2%[46.1 µM]	1%	1%	14%	-1%
N=c1n(CC(=O)c2ccc(Br)s2)c2ccccc2n1Cc1ccccc1	.	-0.2%	?	.	0%	-13%[9.22 µM]	.
O=C(Nc1ccc(SC(F)(F)F)cc1)c1ccccn1	12%	-1.6%	-46%	?	19%	-17%	-18%
C=CCn1c(=O)c2ccccc2n2c(Sc3nnnn3-c3ccccc3)nnc12	-20%[38.3 µM]	1.8%	10%[46.1 µM]	7%	3%	10%	2%
CC(=O)c1c(C)[nH]c(C(=O)OCc2c(F)cccc2Cl)c1C	-1%	0.9%	-2%	?	7%	-27%	1%
O=C(CO/N=C/c1cccc([N+](=O)[O-])c1)Nc1ccc2ccccc2c1	18%[38.3 µM]	0.1%	1%[46.1 µM]	-5%	-22%	16%	0%
COc1ccc2[nH]c3c(=O)n(N)c(C)nc3c2c1	-2%	-1.0%	19%	-8%	-1%	?	-1%
COc1ccc(C(CC(=O)O)NC(=O)Cc2ccccc2)cc1OC (configuration not stated)	4%	-1.0%	10%	-3%	-4%	9%	1%
O=C(O)CN(Cc1ccccc1)S(=O)(=O)c1ccc2c(c1)OCCO2	-6%	-8.5%	9%	.	2%	8%[9.22 µM]	4%
Cc1cc(C)n(CC(=O)Nc2cccc(C(F)(F)F)c2)n1	6%	6.5%	12%	?	5%	-11%	-3%
COc1ccc(CC(=O)Nc2ccc(S(=O)(=O)Nc3nc(C)cc(C)n3)cc2)cc1	7%[38.3 µM]	1.9%	-13%[46.1 µM]	-7%	-2%	12%	-1%
O=C(Nc1ccc(N2CCCC(O)C2)cc1)c1snc2c(=O)[nH]cnc12 (configuration not stated)	23%[38.3 µM]	-0.7%	-7%[46.1 µM]	1%	-5%	6%	-6%
Cc1cccc(Nc2ncnc(N)n2)c1	-4%	-1.2%	-5%	.	9%	4%[9.22 µM]	.
Cc1ccc(SCC(=O)NN2C(=O)c3ccccc3C2=O)cc1	0%	-1.3%	-2%	.	7%	29%[9.22 µM]	-1%
CCCCSc1nc(C)cc(NC(=S)Nc2ccc(OC)cc2)n1	15%[38.3 µM]	-1.1%	-8%[46.1 µM]	0%	-4%	27%	-2%
COc1ccc(Cc2nnc(NC(=O)c3ccc(Cl)c([N+](=O)[O-])c3)s2)cc1	-5%[38.3 µM]	1.1%	-12%[46.1 µM]	4%	1%	-2%	2%
O=c1c(Cc2ccccc2O)c(O)nc2n1CCCS2	-12%	-1.0%	10%	-2%	3%	-10%	-1%
Cc1ccc(NC(=O)NC(=O)N(c2ccccc2)S(C)(=O)=O)cc1	3%[38.3 µM]	-1.1%	-16%[46.1 µM]	-5%	5%	-17%	5%
O=C(Nc1ccc(S(=O)(=O)N2CCN(c3ccccc3)CC2)cc1)c1cccs1	36%[38.3 µM]	0.7%	-22%[46.1 µM]	1%	-7%	-11%	1%

Individual results from the results shown.
HTT aggregate, `COCc1cc(C)nc(N2CCN(c3ccccc3)CC2)c1C#N` is entered as -16%
Epigenetic reg, `O=C(Nc1ccc(S(=O)(=O)N2CCN(c3ccccc3)CC2)cc1)c1cccs1` is entered as 0.7%

Later entries:
SMILES	IMPase Li inh	Epigenetic reg	NPSR antagonist	LMNA splice mod	CBFb-RUNX1 inh	HTT aggregate	KinaseGlo FLuc
Cc1ccc(C)c(N(C(=O)Cn2nnc3ccccc32)C(C(=O)NCc2ccco2)c2ccncc2)c1 (configuration not stated)	37%[38.3 µM]	-1.0%	-17%[46.1 µM]	5%	-1%	-15%	2%
O=C(c1noc2c1CCCC2)N1CCN(Cc2ccccc2)CC1	5%[38.3 µM]	-0.2%	-1%[46.1 µM]	?	0%	12%	5%
Cn1c(SCC(=O)Nc2ccccc2)nnc1-c1ccc2nonc2c1	.	7.3%	-16%	.	0%	-4%[9.22 µM]	.
Cc1cccc(Cn2ccc(NC(=O)c3cccnc3)n2)c1	4%	-0.2%	-4%	.	5%	1%[9.22 µM]	.
CCc1ccc(OCC(=O)NCCOc2ccccc2)cc1	3%[38.3 µM]	10%	-4%[46.1 µM]	5%	3%	4%	-3%
COc1cc(CC(=O)Nc2ncc(C)s2)cc(OC)c1OC	13%[38.3 µM]	-0.2%	-4%[46.1 µM]	-2%	14%	7%	-1%
COc1cc(CNC2CCCC2)c(Br)cc1OCc1ccccc1	6%	-1.2%	-38%	-12%[46 µM]	-3%	-9%	0%
CCOC(=O)C1=C(C)N=C2SC(C(=O)OC)=CC(=O)N2C1c1cccc(OC)c1 (configuration not stated)	15%[38.3 µM]	3.1%	-11%[46.1 µM]	-11%	-3%	3%	0%
COc1cccc2cc(NC(=O)C3CCCCC3)c(=O)oc12	-5%[38.3 µM]	-1.4%	-10%[46.1 µM]	15%	2%	7%	2%
CSc1nc(Oc2ccc(=O)n(C)n2)nc(N(C)C)n1	1%[38.3 µM]	-0.9%	-2%[46.1 µM]	4%[0.0737 µM]	9%	22%	0%
COc1cnn(-c2ccc(C)cc2)c(=O)c1Cl	-8%	-0.3%	6%	-10%[46 µM]	22%	5%	4%
COc1ccc(Br)c(C(=O)NCCC(C)C)c1	-2%	-1.9%	22%	1%	4%	-6%	0%
c1ccc2c(c1)c1c3n2CCNC3CCC1 (configuration not stated)	6%[38.3 µM]	0.0%	15%[46.1 µM]	-4%	3%	-10%	0%
CC1(C)CC(=O)c2c(nc3ccccc3c2N)C1	29%[38.3 µM]	3.1%	-3%[46.1 µM]	-5%	4%	-1%	3%
Cc1cccc(C(=O)N[C@H](C(=O)Nc2ccc(C)c(S(=O)(=O)N(C)C)c2)C(C)C)c1	4%	-0.4%	-31%	-18%[46 µM]	1%	-11%	1%
COc1cccc(-c2cc(-c3cccnc3)c(C#N)c(N)n2)c1	.	1.1%	-15%	.	1%	-5%[9.22 µM]	.
O=S(=O)(c1ccccc1)N(CC(O)Cn1c2ccccc2c2ccccc21)c1ccccc1 (configuration not stated)	20%[38.3 µM]	-1.1%	?	?	-5%	?	0%
CSc1nc(C)c(CCO)c(=O)[nH]1	-8%	-1.4%	21%	14%[46 µM]	-9%	6%	-1%
COc1ccc(C(=O)N/N=C/c2c(C)[nH]c(=O)[nH]c2=O)cc1	11%	-3.1%	3%	5%[46 µM]	0%	6%	0%
Nc1ncc2[nH]cnc2n1	-5%	1.1%	.	.	11%	.	.
CCCSc1nc2c(c(=O)[nH]c(=O)n2C)n1C	24%[38.3 µM]	2.4%	4%[46.1 µM]	-1%	5%	16%	0%
Cc1ccc(-n2cc(-c3ccc([N+](=O)[O-])cc3)[nH]c2=S)c(C)c1	-1%	3.4%	-25%[46.1 µM]	-6%	?	9%	3%
CC(C)(C)c1cc(P(=O)(c2ccccc2)c2ccccc2)ccc1O	.	6.1%	40%	.	-7%	14%[9.22 µM]	.
COc1ccc(NC(=S)N(CCN2CCCCC2)Cc2ccco2)cc1	6%	-3.4%	-10%	2%[9.22 µM]	-3%	-7%	0%
N=c1c2c(ncn1CCN1CCOCC1)Oc1cc(O)ccc1C2c1ccccc1 (configuration not stated)	.	4.8%	-31%	.	3%	-9%[9.22 µM]	.
(list continues)
SMILES	IMPase Li inh	Epigenetic reg	NPSR antagonist	LMNA splice mod	CBFb-RUNX1 inh	HTT aggregate	KinaseGlo FLuc
CC(C)(C)SCCNC(=O)c1ccc(Cl)c([N+](=O)[O-])c1	21%	3.8%	-11%	-5%	-13%	0%	-5%
CC(C)Cn1cnc2c(c(-c3ccccc3)c(-c3ccccc3)n2Cc2ccco2)c1=N	43%[activator][38.3 µM]	0.8%	?	-14%	-6%	5%[9.22 µM]	-1%
COCCn1cnc2cc(C)c(C)cc21	2%[38.3 µM]	0.2%	-2%[46.1 µM]	10%	2%	-8%	-2%
Clc1ccc(/C=N/Nc2ncnc3nc[nH]c23)cc1	.	0.0%	-26%	.	11%	4%[9.22 µM]	.
COc1ccc(CCNC(=O)CSc2nn(-c3ccccc3)c(=S)s2)cc1OC	7%	-1.0%	10%	1%	-1%	2%	4%
O=C(Cc1ccccc1)NCC(=O)OCC(=O)c1cccc([N+](=O)[O-])c1	-15%	-1.0%	36%	-8%	-3%	?	6%
COc1ccc(CSc2nc(C)cc(=O)[nH]2)cc1	5%[38.3 µM]	-2.6%	-5%[46.1 µM]	?	-1%	-4%[9.22 µM]	-2%
COCCN(C(=O)CN1CCCc2ccccc21)c1c(N)n(Cc2ccccc2)c(=O)[nH]c1=O	-15%[38.3 µM]	1.1%	-8%[46.1 µM]	0%	-2%	9%	1%
CC(=O)NC1C(O)C[C@@](O)(C(=O)O)OC1[C@@H](O)C(O)CO (some centres not stated)	8%	1.3%	.	4%	.	.	-4%
CC(CNC(=O)c1ccc(-c2ccccc2)cc1)CN(C)C (configuration not stated)	-17%[38.3 µM]	-0.9%	9%[46.1 µM]	6%	-1%	0%	-3%
COc1cc(NC(=S)N(C)C)c(OC)cc1Cl	.	3.1%	-16%	.	6%	-7%[9.22 µM]	.
CCc1cc(=O)oc2c(C)c(O)c(CN(C)C)cc12	.	-5.7%	20%[46.1 µM]	3%	0%	-2%	.

A portion of the library (hit frequency here may not be typical).
